Bioassay records as filed in PubChem.
CHOP inhibitor = inhibitors of CHOP induction in ER stress response; AID 2732; 220,000 compounds, 3.8% hits; CHO-K1 CHOP-promoter luciferase, tunicamycin-induced, 15-18 h; inhibition, % at 10 µM;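 active means compounds that reduced the stress-induced luciferase reporter signal by more than about 70% of percent inhibition, limit read from the data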;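 further: 0% = tunicamycin plus vehicle and 100% = wells without tunicamycin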
PPC-1+TRAIL kill = compounds killing PPC-1 cancer cells with TRAIL present (potentiator screen, no TRAIL-free arm) | PPC-1 cells + TRAIL, ATPLite viability luminescence | cell killing (% activity), % at 4 µM | 220,000 compounds, 0.41% hits;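 active means cell killing above 50% in the first pass at 4 µM, then a duplicate retest at 5 µM averaging 50% or more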;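 further: plate controls were cells with TRAIL plus DMSO for no effect and medium-only wells lacking cells for full effect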
Wee1 stabilizer = human Wee1 degradation inhibition, primary screen. HeLa Luc-Wee1K328M stability, luciferase luminescence; 100% = proteasome inhibitor MG132 effect. reporter increase, % at 5 µM. 220,000 compounds, 1.2% hits;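 active means activation above the mean of all tested compounds plus 3 SD, set per screening run, cut at about 8.8% in these data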;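 further: cells exposed to compound for 20 h before luminescence read; 0% = DMSO alone and 100% = MG132 at 30 µM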
Target sequence (P30291 whole entry K328M): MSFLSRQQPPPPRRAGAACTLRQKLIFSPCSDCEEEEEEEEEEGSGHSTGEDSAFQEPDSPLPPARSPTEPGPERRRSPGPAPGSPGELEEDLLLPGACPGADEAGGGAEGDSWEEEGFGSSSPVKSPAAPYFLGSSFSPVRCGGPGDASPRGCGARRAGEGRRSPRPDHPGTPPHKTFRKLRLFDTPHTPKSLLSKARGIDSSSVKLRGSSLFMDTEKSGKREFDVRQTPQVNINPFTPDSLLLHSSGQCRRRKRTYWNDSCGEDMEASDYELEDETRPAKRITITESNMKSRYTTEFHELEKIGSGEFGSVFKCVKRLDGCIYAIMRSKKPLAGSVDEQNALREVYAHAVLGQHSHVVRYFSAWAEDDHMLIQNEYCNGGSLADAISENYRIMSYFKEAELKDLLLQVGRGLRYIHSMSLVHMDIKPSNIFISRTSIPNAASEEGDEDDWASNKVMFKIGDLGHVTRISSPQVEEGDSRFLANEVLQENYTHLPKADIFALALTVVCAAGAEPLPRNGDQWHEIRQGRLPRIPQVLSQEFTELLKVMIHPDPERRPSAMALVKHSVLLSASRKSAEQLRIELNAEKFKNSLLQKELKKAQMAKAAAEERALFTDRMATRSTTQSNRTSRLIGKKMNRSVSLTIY
RBBP9 inhibitor = human RBBP9 hydrolase inhibition | O75884 | recombinant RBBP9, FP-Rh probe fluorescence polarization | inhibition, % at 7.94 µM | 220,000 compounds, 0.2% hits;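 active means inhibition above the campaign mean of all tested compounds plus 3 SD, cut at about 14% in these data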;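 further: plate controls were DMSO wells with RBBP9 for no effect and wells lacking RBBP9 protein for full effect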
Target sequence (O75884 whole entry, looked up): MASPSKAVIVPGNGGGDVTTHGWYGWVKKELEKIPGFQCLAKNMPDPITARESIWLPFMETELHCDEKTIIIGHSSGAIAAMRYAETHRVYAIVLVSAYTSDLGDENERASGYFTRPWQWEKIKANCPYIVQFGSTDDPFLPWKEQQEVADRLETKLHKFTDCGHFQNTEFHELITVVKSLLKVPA
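Assay system: recombinant human RBBP9; Reagent: Serine-hydrolase probe FP-Rh, 375 nM pre-mixing; Doses: 7.94 µM single dose, 0.794% DMSO; Incubation: 30 min then 45 min, 25 °C; Detection: fluorescence polarization (mP), excitation 525 nm, emission 598 nm; Evaluation: percent inhibition from mP, scaled between DMSO and no-protein wells.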
Ba/F3 V617F tox = lowers viability of Ba/F3 cells expressing EpoR and JAK2V617F | ATP luminescence | inhibition, % at 5.6 µM | 220,000 compounds, 1.1% hits;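 active means inhibition above the campaign mean plus 3 SD over all tested compounds, cut at about 24% in these data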;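 further: cytokine-independent growth of Ba/F3 cells driven by EpoR plus mutant JAK2; 0% = DMSO-treated cells and 100% = JAK inhibitor I control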
zfTRPN1 agonist = agonists of zebrafish TRPN1 channel; HEK293 zebrafish TRPN1-YFP, Fluo-8 calcium fluorescence; 100% = response to 87 µM carbachol; activation, % at 3 µM; 220,000 compounds, 0.18% hits; AID 1424;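 active means activation above its plate's cutoff, the mean activation of test wells on that plate plus 3 SD, cut at about 19% in these data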;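 further: 0% = DMSO alone and 100% = 87 µM carbachol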
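Material: zebrafish TRPN1-YFP in HEK293 cells; Doses: single test compound dose, 3 µM nominal, 0.3% DMSO; Timing: dye loading 1 h at 37 °C, then 30 min room temperature; Technique: intracellular calcium fluorescence with Fluo-8; Benchmarks: high carbachol 87 µM, low DMSO alone.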
TRPML3 ag = agonists of human TRPML3 channel. Q8TDD5. HEK293 TRPML3-YFP, Fluo-8 calcium fluorescence; 100% = the carbachol control signal. activation, % at 3 µM. 220,000 compounds, 0.29% hits. AID 1448;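 active means activation above its plate's cutoff, the mean activation of the plate's test wells plus 3 SD, cut at about 12% in these data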;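 further: 0% = DMSO only wells and 100% = carbachol wells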
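Test system: TRPML3-YFP stable HEK293 cells. Doses: single point at 3 µM. Incubation: dye loading 1 h 37 °C then 30 min ambient, 125 s read. Signal: Fluo-8 calcium dye fluorescence, ex 470-495, em 515-575 nm. Measure: percent activation from peak-to-basal fluorescence ratio, scaled between DMSO and carbachol.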
TNF death inh = blocks TNF-alpha induced death of Jurkat FADD-/- cells | Jurkat FADD-/- TNF necroptosis rescue, ATP luminescence, 24 h; 0 = TNF only, 100 = no-TNF cells | activation (protection from cell death), % at 10 µM | 220,000 compounds, 0.068% hits | AID 463075;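 active means activation, meaning protection from cell death, of at least 50% relative to plate controls; inactive means activation below 50%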;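 further: necroptosis triggered by 40 ng/mL TNF-alpha added together with compound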
BaF3 tox = counter-screen for JAK2V617F inhibitors: parental Ba/F3 viability inhibitors; AID 1486; CellTiter-Glo ATP luminescence; 220,000 compounds, 1.1% hits; inhibition, % at 5.6 µM;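 active means inhibition above a per-campaign cutoff, the mean inhibition of all tested compounds plus 3 SD, cut at about 27% in these data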;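 further: 0% = DMSO wells and 100% = JAK Inhibitor I control wells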
The depositor's hits bear a star.

For Cc1nn(-c2ccccc2)c2c1C(c1ccc(Br)s1)C(C#N)=C(N)O2 (stereo not given) the results were CHOP inhibitor 65, PPC-1+TRAIL kill -1, Wee1 stabilizer 9.1*, RBBP9 inhibitor 0, Ba/F3 V617F tox 2, zfTRPN1 agonist -0.4, TRPML3 ag 0.3, TNF death inh -6.0 and BaF3 tox 5.
O=C(CCSCCc1ccncc1)NCCCN1CCOCC1 was read as CHOP inhibitor -13, PPC-1+TRAIL kill -9, Wee1 stabilizer 1, RBBP9 inhibitor -9, Ba/F3 V617F tox -4, zfTRPN1 agonist 1.5, TRPML3 ag 0.8, TNF death inh 0.3 and BaF3 tox 1.
For O=C(Nc1ccncc1)c1sc2ccccc2c1Cl the results were CHOP inhibitor 15, PPC-1+TRAIL kill 10, Wee1 stabilizer 6, RBBP9 inhibitor -5, Ba/F3 V617F tox 2, zfTRPN1 agonist -0.2, TRPML3 ag 0.3, TNF death inh -8.2 and BaF3 tox 7.
`Cc1cc(C)nc(NS(=O)(=O)c2ccc(N3Cc4ccccc4C3=O)cc2)n1` gave CHOP inhibitor -21, PPC-1+TRAIL kill 19, Wee1 stabilizer 2, RBBP9 inhibitor 0, Ba/F3 V617F tox 2, zfTRPN1 agonist -0.3, TRPML3 ag 0.9, TNF death inh 0.6 and BaF3 tox 8.
`Cc1cccc(N2C(=O)C(Cl)=C(Nc3c(C)n(C)n(-c4ccccc4)c3=O)C2=O)c1C` gave CHOP inhibitor 16, PPC-1+TRAIL kill 2, Wee1 stabilizer 2, RBBP9 inhibitor 4, Ba/F3 V617F tox -5, zfTRPN1 agonist -0.9, TRPML3 ag 0.3, TNF death inh -2.6 and BaF3 tox 1.
Screening CCCCOC(=O)C(C#N)c1nc2ccccc2nc1N1CCOCC1 (stereo not given) returned CHOP inhibitor 61, PPC-1+TRAIL kill 17, Wee1 stabilizer 0, RBBP9 inhibitor -7, Ba/F3 V617F tox -5, zfTRPN1 agonist -1.0, TRPML3 ag -0.6, TNF death inh -4.7 and BaF3 tox 1.
Screening Cc1ccc2[nH]c(=O)c(CN(Cc3cccnc3)C(=S)NCCCN(C)C)cc2c1 returned CHOP inhibitor 4, PPC-1+TRAIL kill 8, Wee1 stabilizer 0, RBBP9 inhibitor 2, Ba/F3 V617F tox -3, zfTRPN1 agonist 0.5, TRPML3 ag 0.3, TNF death inh 1.1 and BaF3 tox -3.
For Cc1ccc(Nc2nc(-c3ccncc3)cs2)cc1 the results were CHOP inhibitor 13, PPC-1+TRAIL kill 20, Wee1 stabilizer 18*, RBBP9 inhibitor 3, Ba/F3 V617F tox 0, zfTRPN1 agonist -1.6, TRPML3 ag 0.2, TNF death inh 2.2 and BaF3 tox 7.
Screening CC(C)c1csc(CN2CCC(CO)(Cc3cccc(F)c3)CC2)n1 returned CHOP inhibitor 33, PPC-1+TRAIL kill 14, Wee1 stabilizer 1, RBBP9 inhibitor -7, Ba/F3 V617F tox -1, zfTRPN1 agonist 4.2, TRPML3 ag 1.8, TNF death inh 1.7 and BaF3 tox 5.
`CC(C)(C)OC(=O)c1c(N)n(CCCN2CCCC2=O)c2nc3ccccc3nc12` gave CHOP inhibitor -1, PPC-1+TRAIL kill -2, Wee1 stabilizer 5, RBBP9 inhibitor -11, Ba/F3 V617F tox 2, zfTRPN1 agonist 1.9, TRPML3 ag -0.7, TNF death inh -8.1 and BaF3 tox 7.
Cc1cc(=O)[nH]c(SCC(=O)Nc2ccccc2C)n1 was read as CHOP inhibitor 13, PPC-1+TRAIL kill 0, Wee1 stabilizer -3, RBBP9 inhibitor -10, Ba/F3 V617F tox 0, zfTRPN1 agonist 20*, TRPML3 ag 1.4, TNF death inh 0.5 and BaF3 tox 5.
`CCCCN1Cc2c(nc3cc(-c4ccco4)[nH]n3c2=O)C1=O` gave CHOP inhibitor -12, PPC-1+TRAIL kill 6, Wee1 stabilizer -2, RBBP9 inhibitor -3, Ba/F3 V617F tox 0, zfTRPN1 agonist 1.9, TRPML3 ag 0.2, TNF death inh 1.0 and BaF3 tox 0.
`O=[N+]([O-])c1ccc(NCCCN2CCOCC2)c([N+](=O)[O-])c1` gave CHOP inhibitor 3, PPC-1+TRAIL kill 9, Wee1 stabilizer 1, RBBP9 inhibitor -4, Ba/F3 V617F tox -2, zfTRPN1 agonist -0.2, TRPML3 ag 1.0, TNF death inh 0.4 and BaF3 tox -1.
Screening O=C(Cc1ccc(Cl)cc1)Nc1ccc(Br)cc1 returned CHOP inhibitor 34, PPC-1+TRAIL kill -7, Wee1 stabilizer -3, RBBP9 inhibitor 0, Ba/F3 V617F tox -2, zfTRPN1 agonist -0.2, TRPML3 ag -0.6, TNF death inh 11 and BaF3 tox 1.
For COc1cccc(-n2c(CNc3ccc(F)cc3)nnc2SCC(N)=O)c1 the results were CHOP inhibitor 17, PPC-1+TRAIL kill 2, Wee1 stabilizer 0, RBBP9 inhibitor -2, Ba/F3 V617F tox 0, zfTRPN1 agonist 0.7, TRPML3 ag -0.5, TNF death inh 0.3 and BaF3 tox -1.
`CC(=O)c1cccc(NC(=O)Cn2cc3c(n2)CCCC3)c1` gave CHOP inhibitor -19, PPC-1+TRAIL kill 27, Wee1 stabilizer -2, RBBP9 inhibitor -4, Ba/F3 V617F tox -1, zfTRPN1 agonist 0.1, TRPML3 ag -0.2, TNF death inh 0.5 and BaF3 tox 6.
Screening Cc1oncc1-c1csc(-c2ccccc2Cl)n1 returned CHOP inhibitor 2, PPC-1+TRAIL kill -3, Wee1 stabilizer 0, RBBP9 inhibitor 0, Ba/F3 V617F tox -2, zfTRPN1 agonist -0.8, TRPML3 ag 0.1, TNF death inh 0.4 and BaF3 tox 3.
Screening COc1ccc(C(=O)NC(CC(=O)O)c2cc([N+](=O)[O-])ccc2Cl)cc1 (stereo not given) returned CHOP inhibitor -5, PPC-1+TRAIL kill 9, Wee1 stabilizer -3, RBBP9 inhibitor -5, Ba/F3 V617F tox 0, zfTRPN1 agonist 1.1, TRPML3 ag 0.7, TNF death inh 0.3 and BaF3 tox 2.
Screening COc1ccc(S(=O)(=O)N2CCCCC2)cc1NC(=O)c1ccc2ccccc2n1 returned CHOP inhibitor 21, PPC-1+TRAIL kill 15, Wee1 stabilizer 5, RBBP9 inhibitor 0, Ba/F3 V617F tox 0, zfTRPN1 agonist 1.3, TRPML3 ag 0.7, TNF death inh 2.7 and BaF3 tox 3.
Screening COc1ccc(N2CCN(CC(=O)Nc3nnc(-c4ccccc4)s3)CC2)cc1 returned CHOP inhibitor 34, PPC-1+TRAIL kill 25, Wee1 stabilizer 1, RBBP9 inhibitor -5, Ba/F3 V617F tox 2, zfTRPN1 agonist 0.9, TRPML3 ag 0.5, TNF death inh 1.1 and BaF3 tox 0.
O=C(NCCOC(=O)C1COc2ccccc2O1)c1cccnc1 (stereo not given) was read as CHOP inhibitor -19, PPC-1+TRAIL kill 14, Wee1 stabilizer 3, RBBP9 inhibitor 9, Ba/F3 V617F tox -5, zfTRPN1 agonist 2.4, TRPML3 ag 0.0, TNF death inh -1.8 and BaF3 tox -1.
`Cc1nnc(NCCc2ccccc2)[nH]c1=O` gave CHOP inhibitor 10, PPC-1+TRAIL kill 29, Wee1 stabilizer 0, RBBP9 inhibitor -1, Ba/F3 V617F tox -3, zfTRPN1 agonist 1.6, TRPML3 ag 0.7, TNF death inh 0.7 and BaF3 tox 4.
For CCc1ccc(Nc2nnc(SCC(=O)N(C)CC(=O)Nc3ccccc3CC)s2)cc1 the results were CHOP inhibitor 54, PPC-1+TRAIL kill 45, Wee1 stabilizer -1, RBBP9 inhibitor -3, Ba/F3 V617F tox 0, zfTRPN1 agonist -1.9, TRPML3 ag -0.1, TNF death inh 0.9 and BaF3 tox 3.
Cc1cc(-c2c(C)n([O-])c(C)c(C)[n+]2=O)ccc1F was read as CHOP inhibitor 2, PPC-1+TRAIL kill 2, Wee1 stabilizer 0, RBBP9 inhibitor -4, Ba/F3 V617F tox -1, zfTRPN1 agonist 0.3, TRPML3 ag 0.5, TNF death inh 0.6 and BaF3 tox 4.

Sorted by molecular weight (smallest number first): some entries from above.
Screening Cc1oncc1-c1csc(-c2ccccc2Cl)n1 returned CHOP inhibitor 2, PPC-1+TRAIL kill -3, Wee1 stabilizer 0, RBBP9 inhibitor 0, Ba/F3 V617F tox -2, zfTRPN1 agonist -0.8, TRPML3 ag 0.1, TNF death inh 0.4 and BaF3 tox 3.
For COc1cccc(-n2c(CNc3ccc(F)cc3)nnc2SCC(N)=O)c1 the results were CHOP inhibitor 17, PPC-1+TRAIL kill 2, Wee1 stabilizer 0, RBBP9 inhibitor -2, Ba/F3 V617F tox 0, zfTRPN1 agonist 0.7, TRPML3 ag -0.5, TNF death inh 0.3 and BaF3 tox -1.
For CCc1ccc(Nc2nnc(SCC(=O)N(C)CC(=O)Nc3ccccc3CC)s2)cc1 the results were CHOP inhibitor 54, PPC-1+TRAIL kill 45, Wee1 stabilizer -1, RBBP9 inhibitor -3, Ba/F3 V617F tox 0, zfTRPN1 agonist -1.9, TRPML3 ag -0.1, TNF death inh 0.9 and BaF3 tox 3.

Continued.
`Cc1nn(CC#N)c(=O)n1N(C)c1ncc(C(F)(F)F)cc1Cl` gave CHOP inhibitor -2, PPC-1+TRAIL kill 40, Wee1 stabilizer 1, RBBP9 inhibitor -7, Ba/F3 V617F tox -1, zfTRPN1 agonist 1.7, TRPML3 ag 1.3, TNF death inh -0.1 and BaF3 tox 6.
Screening CCOc1cc(CNc2ncc(-c3ccc(OC)cc3)n2C)ccc1O returned CHOP inhibitor 20, PPC-1+TRAIL kill 20, Wee1 stabilizer -1, RBBP9 inhibitor -2, Ba/F3 V617F tox -4, zfTRPN1 agonist -0.1, TRPML3 ag -0.1, TNF death inh 0.3 and BaF3 tox 1.
CCOC(=O)c1sc(NC(=O)CCC(=O)O)nc1C was read as CHOP inhibitor 1, PPC-1+TRAIL kill 5, Wee1 stabilizer -2, RBBP9 inhibitor 7, Ba/F3 V617F tox -4, zfTRPN1 agonist -0.2, TRPML3 ag 0.6, TNF death inh 0.6 and BaF3 tox -1.
Screening Cc1ccc(C)c(NC(=S)NNC(=O)c2csc(C)c2)c1 returned CHOP inhibitor -46, PPC-1+TRAIL kill 6, Wee1 stabilizer 2, RBBP9 inhibitor 1, Ba/F3 V617F tox -4, zfTRPN1 agonist -0.1, TRPML3 ag 0.2, TNF death inh 0.1 and BaF3 tox -4.
`CCN1CCN(S(=O)(=O)c2ccc(Cl)c(C(=O)NC(C)(C)C)c2)CC1` gave CHOP inhibitor -2, PPC-1+TRAIL kill 21, Wee1 stabilizer -2, RBBP9 inhibitor -1, Ba/F3 V617F tox 0, zfTRPN1 agonist 1.7, TRPML3 ag 0.9, TNF death inh 1.5 and BaF3 tox 12.

Hits appear at their usual frequency; overall some 6.8% were active at least once.
